High-throughput results as filed in PubChem BioAssay.
EBNA-1 inh: blocks EBNA-1 binding to DNA. EBNA-1 DNA binding, fluorescence polarization. actives 0.34% (n = 300,000). inhibition, % at 14.8 µM. AID 1950; in the data active = inhibition above about 28%
PREPL inhibitor: inhibitors of human prolyl oligopeptidase-like enzyme PREPL. Q4J6C6. inhibition, % at 5.96 µM. actives 0.68% (n = 320,000). recombinant PREPL, fluorescence polarization activity-based probe; in the data active = inhibition above about 43%;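 note: 0% = enzyme with DMSO and 100% = wells lacking enzyme; many of its hits are not listed in these tables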
Target sequence (Q4J6C6 whole entry, looked up): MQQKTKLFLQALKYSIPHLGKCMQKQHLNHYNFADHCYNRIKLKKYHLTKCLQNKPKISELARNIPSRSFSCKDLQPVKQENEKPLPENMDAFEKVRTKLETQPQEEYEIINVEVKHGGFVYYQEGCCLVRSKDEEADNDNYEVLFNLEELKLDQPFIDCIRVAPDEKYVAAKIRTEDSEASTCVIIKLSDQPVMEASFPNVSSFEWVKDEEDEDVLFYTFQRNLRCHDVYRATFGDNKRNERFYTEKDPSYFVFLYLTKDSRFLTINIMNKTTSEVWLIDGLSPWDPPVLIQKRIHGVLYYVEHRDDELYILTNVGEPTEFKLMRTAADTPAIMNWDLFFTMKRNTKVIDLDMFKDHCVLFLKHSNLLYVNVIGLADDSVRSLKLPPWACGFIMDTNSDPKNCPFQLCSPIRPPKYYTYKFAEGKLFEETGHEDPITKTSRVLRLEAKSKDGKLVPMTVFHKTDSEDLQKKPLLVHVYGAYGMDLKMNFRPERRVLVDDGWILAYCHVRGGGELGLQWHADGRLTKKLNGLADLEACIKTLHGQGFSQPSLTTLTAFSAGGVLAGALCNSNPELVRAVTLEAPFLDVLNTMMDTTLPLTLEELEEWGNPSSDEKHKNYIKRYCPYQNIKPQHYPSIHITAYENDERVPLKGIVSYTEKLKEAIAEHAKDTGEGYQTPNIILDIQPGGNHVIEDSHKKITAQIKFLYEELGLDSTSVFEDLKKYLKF
PP1 inh: counter-screen for PP5 inhibitors: inhibitors of human PP1-alpha; purified PP1alpha, OMFP fluorescence; P62136; inhibition, % at 6.7 µM; actives 0.9% (n = 320,000);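 active = inhibition above the mean inhibition of all tested compounds plus 3 SD, computed separately for each screening campaign, cut at about 15% in these data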
TPT1 inhibitor: C. albicans TPT1 enzyme inhibition; inhibition, % at 5 µM; AID 1962; recombinant caTPT1, FP RNA substrate dephosphorylation; actives 0.81% (n = 300,000);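 active = inhibition above the mean of all tested compounds plus 3 SD, set per screening campaign, cut at about 24% in these data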;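 note: plate controls were DMSO alone for no effect and ferristatin control at 100 nM for full effect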
ZTA counter: ZTA (EBV) inhibition in EBNA-1 counter-screen | inhibition, % at 11 µM | AID 2234 | P03206 | ZTA-DNA binding, fluorescence polarization | actives 0.15% (n = 320,000); in the data active = inhibition above about 33%
Target sequence (P03206 whole entry, looked up): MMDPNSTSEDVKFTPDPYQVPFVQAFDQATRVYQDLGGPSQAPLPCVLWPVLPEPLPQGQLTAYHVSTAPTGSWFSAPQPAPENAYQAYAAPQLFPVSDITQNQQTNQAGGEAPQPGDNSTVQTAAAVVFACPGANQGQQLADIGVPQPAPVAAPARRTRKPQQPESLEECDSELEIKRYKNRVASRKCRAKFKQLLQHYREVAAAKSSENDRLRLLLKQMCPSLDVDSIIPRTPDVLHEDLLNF
Efflux pump mplx: blocks antifungal efflux pumps in multiplex yeast assay; S. cerevisiae Candida pump triplex, Nile Red efflux; inhibition, % at 10 µM; actives 0.44% (n = 330,000);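 active = plate passing quality check with inhibition over a set limit, or well fluorescence over plate mean plus 4 SD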;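 note: Nile Red retained in pooled yeast measured as flow cytometry median fluorescence; 0% = buffer negative control and 100% = Enniatin B positive control; higher means more Nile Red kept so more efflux inhibition; some compounds called inactive have numbers as strong as hits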
HCV core dimer: blocks dimerization of HCV core protein | TR-FRET GST/Flag-core106 dimerization, 1536-well | inhibition, % at 5 µM | actives 0.33% (n = 300,000) | AID 1899;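 active = inhibition above the mean of all tested compounds plus 3 SD, set per screening campaign, cut at about 45% in these data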
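System – GST-tagged and Flag-tagged HCV core protein residues 1-106 · Repeats – one well for each compound · Technique – TR-FRET 671 and 617 nm emission · Doses – one concentration, 5 µM, in 0.5% DMSO · Times – 4 h, 22.5 °C incubation · Also added – Eu donor and XL665 acceptor anti-tag antibodies · Measure – percent inhibition of core106 dimerization signal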
PP5 primary: inhibitors of human protein phosphatase 5 (PP5). P53041. inhibition, % at 6.7 µM. actives 0.18% (n = 320,000). purified PP5c, OMFP substrate fluorescence;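 active = inhibition above the campaign's mean inhibition across all tested compounds plus 3 SD, cut at about 9.5% in these data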;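 note: 0% = DMSO only and 100% = 100 µM cantharidin control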
CTSL1 counter: cathepsin L1 inhibition, PFM18AAP counter-screen. inhibition, % at 5.96 µM. AID 1906. actives 0.49% (n = 300,000). recombinant F. hepatica cathepsin L1, Z-Leu-Arg-MCA fluorescence;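 active = inhibition above the mean of all tested compounds plus 3 SD, set per screening campaign, cut at about 17% in these data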;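 note: 0% = plate median of test compound wells and 100% = 1 µM Z-Phe-Ala-diazomethylketone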
* = called active by the depositor; · = not tested or not shown. This is a subset (hit frequency here may not be typical).

Each structure is followed by: EBNA-1 inh	PREPL inhibitor	PP1 inh	TPT1 inhibitor	ZTA counter	Efflux pump mplx	HCV core dimer	PP5 primary	CTSL1 counter
- CC1=C(C)/C(=N\OC(=O)/C=C/c2ccccc2)C=CC1=O
    7.8	-7.0	-6.1	1.5	11.0	-0.1	-4.8	2.6	-19.4
- O=C(CSc1ncccn1)NCC1CCCO1 (stereo not drawn)
    -0.2	0.5	0.1	0.2	0.5	4.4	3.2	1.4	0.2
- Cc1ccc(NC(=O)C2=CCN(S(=O)(=O)c3ccc(F)cc3)CC2)cc1
    9.7	-14.3	-1.5	1.0	2.3	0.0	6.7	2.6	2.6
- O=C(CSc1nnc(NC(=O)c2ccccc2[N+](=O)[O-])s1)NCc1ccco1
    -1.1	0.2	-3.3	-2.8	5.8	-0.4	-2.8	0.1	0.8
- COc1cccc(-n2c(SCC(=O)NC3CCS(=O)(=O)C3)nc3ccccc3c2=O)c1 (stereo not drawn)
    ·	0.9	-3.6	·	-4.2	0.0	·	3.5	·
- Cc1cc(C)nc(SCc2ccc(C(=O)N/N=C3\CC(C)CC(C)(C)C3)cc2)n1 (stereo not drawn)
    7.0	11.7	-1.8	-1.4	17.4	-0.2	12.0	0.9	2.9
- CN1CCOCCOCCOCCN(C)C1=S
    7.8	6.2	-5.3	0.6	3.5	-0.1	3.8	-1.7	1.9
- Cc1cc(C(=O)OCC(=O)c2ccc3c(c2)OCCO3)c(C)o1
    -1.9	-5.6	-3.8	1.1	-4.8	0.0	4.8	2.2	2.4
- COc1ccc(-n2c(C)cc(C(=O)COC(=O)c3cc(NC(=O)c4cccs4)c(OC)c(OC)c3)c2C)cc1
    8.8	7.2	-1.1	1.4	4.7	0.1	12.2	4.1	-1.4
- CCCC(=O)Nc1cc(C(=O)N(C)CC(OC)OC)ccc1S(=O)(=O)c1ccc(C)cc1
    -2.4	1.3	-0.6	-1.0	-8.7	0.0	-2.6	1.3	-6.7
- Cc1cccc(-n2c(SCC(=O)Nc3ncc(Cl)cc3Cl)nc3ccccc32)c1
    -5.4	-19.0	7.0	3.9	2.0	0.8	3.6	3.2	2.1
- Cc1cc(C)n2nc(C(=O)N/N=C/c3cccs3)nc2n1
    0.6	3.3	0.1	-2.6	7.4	-0.1	-4.4	1.5	2.9
- CCCCCCCCCCCCCCCC[n+]1ccc(C(N)=O)cc1
    -3.7	37.1	41.4*	0.8	-7.8	2.1	-14.7	5.3	5.8
- NCCCCCc1cn([C@@H](CCC(=O)O)C(=O)NCCCCCCCCCCC(=O)N2CCNCC2)nn1
    3.1	0.2	-2.4	0.6	3.6	0.0	5.5	-2.0	-3.1
- CCN(CC)S(=O)(=O)c1ccc(OC)c(NC(=O)c2ccc([N+](=O)[O-])cc2)c1
    -6.4	3.0	-1.9	-5.5	-2.6	-0.1	1.2	2.2	2.6
- CCc1ccc(NC(=S)N(Cc2ccccc2)Cc2ccccn2)cc1
    -2.1	10.7	-5.3	1.2	3.0	0.3	1.4	0.0	-2.6
- CCCCn1c(N)c(Sc2ccccc2[N+](=O)[O-])c(=O)[nH]c1=O
    -15.6	19.0	-1.4	-4.7	-12.9	0.1	-17.2	2.5	2.3
- Cc1ccc(NS(=O)(=O)c2cccc(C(=O)Nc3c(C)n(C)n(-c4ccccc4)c3=O)c2)cc1
    -4.2	-2.1	-4.0	0.9	-2.5	0.0	-3.1	-1.4	4.0
- Cc1nc2ccccc2n1CCC(=O)O
    -0.5	1.2	-2.1	-2.6	1.1	0.0	-11.0	0.0	2.3
- Cc1cccc(/C(N)=N/OC(=O)N2c3ccccc3Sc3ccccc32)c1
    9.3	5.1	4.8	-5.2	-22.7	0.1	-2.4	5.0	-0.2
- O=C(N/N=C\c1ccccn1)C1c2ccccc2Oc2ccccc21
    -2.2	-10.0	1.2	2.6	-2.4	0.1	0.6	-0.2	-0.4
- O=C(NCC(=O)N(Cc1ccco1)C(C(=O)NC1CCCCC1)c1ccncc1)c1cccs1 (stereo not drawn)
    -6.1	3.5	-4.8	2.4	-3.7	0.0	0.7	0.5	-5.2
- Cc1ccc(C(=O)N2CCN(c3ccccc3)CC2)cc1NC(=O)c1ccco1
    -11.8	6.3	-0.5	2.7	-7.4	0.0	-5.1	-0.2	-0.2
- O=S(Cc1ccccc1)CC(O)(c1ccccc1)c1ccccc1 (stereo not drawn)
    5.3	-0.2	-2.4	-0.7	12.0	0.0	3.4	0.4	0.2
- CCOC(=O)CCCNC(=O)c1cncc(O)c1
    14.5	4.6	-1.9	-1.4	-4.3	0.0	-0.4	-0.1	-3.7
- O=C1NN=C(c2ccc(Cl)cc2)CC1c1cccc(Cl)c1 (stereo not drawn)
    7.6	-39.0	3.0	3.6	2.8	0.1	4.2	4.2	-1.0
- O=C(c1cccc(S(=O)(=O)Nc2ccccc2Cl)c1)N1CCN(C(=O)c2ccco2)CC1
    0.8	-4.0	-1.8	0.0	9.5	-0.1	1.1	-1.2	-2.9
- COc1ccc(NC(=O)CCN2CCN(S(=O)(=O)c3ccc(C(C)C)cc3)CC2)cc1
    1.6	23.3	0.1	-5.7	1.5	-0.3	-0.7	5.9	-0.8
- CCOc1cc(S(=O)(=O)NCCc2ccccc2C)c(OCC)cc1-n1cnnn1
    -0.5	16.7	-1.0	2.6	-8.3	0.2	10.4	3.4	-2.2
- Cc1ccc(NC(=O)CCC(=O)NNC(=O)COc2ccc([N+](=O)[O-])cc2)cc1C
    -13.3	10.5	2.1	-1.8	-16.4	0.0	-7.6	3.6	-2.3

Next section, overlapping the part above by five compounds.
Each structure is followed by: EBNA-1 inh	PREPL inhibitor	PP1 inh	TPT1 inhibitor	ZTA counter	Efflux pump mplx	HCV core dimer	PP5 primary	CTSL1 counter
- O=C1NN=C(c2ccc(Cl)cc2)CC1c1cccc(Cl)c1 (stereo not drawn)
    7.6	-39.0	3.0	3.6	2.8	0.1	4.2	4.2	-1.0
- O=C(c1cccc(S(=O)(=O)Nc2ccccc2Cl)c1)N1CCN(C(=O)c2ccco2)CC1
    0.8	-4.0	-1.8	0.0	9.5	-0.1	1.1	-1.2	-2.9
- COc1ccc(NC(=O)CCN2CCN(S(=O)(=O)c3ccc(C(C)C)cc3)CC2)cc1
    1.6	23.3	0.1	-5.7	1.5	-0.3	-0.7	5.9	-0.8
- CCOc1cc(S(=O)(=O)NCCc2ccccc2C)c(OCC)cc1-n1cnnn1
    -0.5	16.7	-1.0	2.6	-8.3	0.2	10.4	3.4	-2.2
- Cc1ccc(NC(=O)CCC(=O)NNC(=O)COc2ccc([N+](=O)[O-])cc2)cc1C
    -13.3	10.5	2.1	-1.8	-16.4	0.0	-7.6	3.6	-2.3
- CC1CCCC(C)N1C(=O)Cn1c(=O)sc2ccccc21 (stereo not drawn)
    -0.6	-3.1	-1.5	0.9	15.2	-0.1	-6.0	0.2	2.6
- CCC(NS(=O)(=O)c1ccc(C)cc1)C(=O)N1CCN(c2ccccn2)CC1 (stereo not drawn)
    1.1	-34.8	0.4	-5.4	-1.1	0.1	-1.4	-1.9	-2.6
- CC1=C(C(=O)Nc2ccc(C)cc2)C(c2ccc(C)o2)C2=C(CC(C)(C)CC2=O)N1 (stereo not drawn)
    6.5	1.4	3.2	-1.6	-10.3	-0.1	4.4	1.7	1.4
- CCc1cccc(C)c1NC(=S)N(CCN(C)C)C(C)c1ccco1 (stereo not drawn)
    6.0	-0.9	-4.6	-3.6	0.8	-0.1	3.8	1.9	-1.1
- Cc1ccc(C(=O)CSc2cc(C)nc(SCC(=O)c3ccccc3)n2)cc1
    -1.1	-17.7	4.3	-1.9	16.3	-0.1	8.3	-1.2	4.9
- Cc1ccc(-c2cc(-c3n[nH]c(=S)o3)c3ccccc3n2)cc1
    8.7	10.5	4.5	16.0	6.4	-0.2	6.6	0.9	7.2
- Cn1c(-c2ccccc2)c(CCO)c2ccccc21
    9.1	-0.5	0.5	-2.4	15.3	0.1	-3.4	4.4	1.9
- O=C(Nc1cc(S(=O)(=O)N2CCOCC2)ccc1N1CCCCC1)c1ccc(Cl)cc1
    ·	4.7	3.1	·	4.1	0.2	·	2.7	·
- Cc1cccc(-n2cc(-c3ccccc3)c3c(N4CCOCC4)ncnc32)c1
    -4.8	14.9	-1.6	2.3	11.1	0.2	2.4	3.2	4.4
- O=C(NCCN1CCN(c2ccccc2)CC1)c1ccc(NC(=O)C2CCCO2)cc1 (stereo not drawn)
    -9.1	10.8	-1.3	-1.7	-9.6	0.1	-4.0	1.6	-3.4
- CC(C)CN(C(=O)COC(=O)c1ccc2c(c1)NC(=O)CS2)C1CCS(=O)(=O)C1 (stereo not drawn)
    4.6	-3.6	-2.5	-3.4	10.9	0.0	4.2	-1.9	-0.4
- CCOc1ccc(NC(=S)Nc2ccc(Br)cc2Cl)cc1
    9.9	4.3	-4.4	-0.4	21.5	0.0	4.3	0.1	1.6
- CC(C)=CC1C(C(=O)NCCc2ccccc2)C1(C)C (stereo not drawn)
    4.0	3.8	-3.3	-2.2	-3.8	0.0	-1.1	0.5	-1.4
- S=c1[nH]nc(Nc2ccccc2)s1
    -11.6	10.2	-2.3	-1.0	-4.8	-0.1	-11.3	2.4	-2.8
- Cc1ccc(-c2cc(C(=O)Nc3cnn(C45CC6CC(CC(C6)C4)C5)c3)no2)cc1
    -0.8	3.4	-5.2	-0.8	-1.5	0.4	8.0	2.3	-1.8
- O=C(c1ccc(C(=O)N2CCCc3ccccc32)nc1)N1CCCc2ccccc21
    -14.2	11.6	-2.2	-1.1	-15.7	0.0	-3.4	4.6	-1.6
- Cc1nn(C)c(NC(=O)c2ccc(Cl)cc2Cl)c1Br
    -5.5	1.7	1.2	-0.7	-12.2	0.1	-20.0	1.0	7.7
- NC(=O)CSc1nnc(-c2ccco2)n1-c1ccccc1
    -3.5	-6.1	0.2	0.4	6.3	-0.1	6.0	-1.6	-3.9
- CC1=CC(C2CC(=O)N(c3ccccc3C)C2=O)CC2C(=O)N(c3ccccc3C)C(=O)C12 (stereo not drawn)
    -6.4	9.3	-3.5	1.2	3.0	4.7	-5.0	-1.1	-1.5
- O=C(NCc1ccc(F)cc1)C(=O)c1cn(CC(=O)N2CCCC2)c2ccccc12
    12.6	17.4	-4.8	-2.8	0.5	-0.8	4.9	-0.8	4.9
- CN(CC(=O)Nc1ccccc1Br)C(=O)CNC(=O)Cc1cccc2ccccc12
    -9.3	19.6	-3.4	-0.9	2.2	0.0	-6.9	1.2	-2.1
- CC(C)C(=O)NNC(=O)CSc1ncnc2c1cnn2-c1ccccc1Cl
    -7.3	5.3	0.3	4.1	-4.8	0.4	-3.2	-2.6	43.9*
- CCSc1nnc(NC(=O)C(C)Sc2nc3ccccc3[nH]2)s1 (stereo not drawn)
    -4.2	5.2	-1.4	1.4	5.5	0.3	-6.6	-1.5	-2.4
- O=C(c1ccc(CS(=O)(=O)c2ccc(Br)cc2)o1)N1CCCC1
    8.2	-9.9	-5.0	-5.8	16.8	-0.1	0.0	-2.3	3.7
- COc1ccc(-c2nnc3sc(CCN4C(=O)c5ccccc5C4=O)nn23)cc1
    -11.1	-17.2	0.5	4.2	-1.9	0.1	21.9	-4.4	0.6
- O=C(Nc1cc(Cl)cc(Cl)c1)c1ccno1
    7.6	1.9	1.1	-2.5	6.1	0.0	-63.1	-2.0	-2.0
